High-throughput results (PubChem)
PglD inh: C. jejuni PglD acetyltransferase inhibitors, primary screen, biochemical, DTNB colorimetric, single point. UDP-N-acetylbacillosamine N-acetyltransferase PglD (Campylobacter jejuni). purified PglD enzyme, DTNB colorimetric CoA detection. inhibition, % at 12.5 µM. 360,000 tested, 0.098% active. AID 602405, 2012; in the data active = inhibition above about 16%, passing the limit was not always enough; note: strong numbers were not always called active
C2C12 statin: suppressors of statin myotoxicity in C2C12 myotubes, primary screen, cell-based, single point, plate reader; C2C12 myotubes + simvastatin, ATP luminescence, 48 h; scaled: DMSO 0, geranylgeraniol control 100; rescue of ATP level, % at 7.49 µM; 330,000 tested, 0.78% active; AID 602340, 2012;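 active = mean ATP rescue above about 67%, or every replicate alone reaching that limit, limit read from the data, passing the limit was not always enough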;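 note: myotubes were challenged with 10 µM simvastatin during compound exposure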
FN deposition inh: inhibitors of fibronectin matrix deposition, primary screen, AH1F cells, Alexa488-fibronectin fluorescence, plate reader; AH1F fibroblasts, overnight; inhibition, % at 12.6 µM; 350,000 tested, 0.086% active; AID 743247, 2014;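 active = mean inhibition across replicates of 30% or more, regardless of how many single replicates reach that level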;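 note: positive control wells lacked labelled fibronectin entirely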
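Material – AH1F fibroblast monolayer, labelled fibronectin deposition · Reagent – labelled fibronectin 24 nM · Timing – 1 h adhesion, overnight exposure · Measured by – fluorescence at 485 nm excitation, 525 nm emission · Read-out – inhibition of fibronectin deposition signal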
miR122 inh: miR-122 Renilla sensor signal increase in Huh7, primary screen, miR-122 inhibitor project, cell-based, single point, plate reader; Huh7 miR-122 Renilla luciferase sensor, 48 h; neutral wells = 0, positive control = 100; activation (reporter increase), % at 12.5 µM; 340,000 tested, 0.3% active; AID 602342, 2012;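 active = mean replicate activation score at least 90 and every replicate individually at or above 90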;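 note: higher luciferase means less miR-122 activity so hits act as miR-122 inhibitors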
F508del corr: F508del CFTR correction, initial screen, CFBE line, single point; CFBE cells, YFP halide quenching; stimulated with forskolin plus potentiator P3; % fluorescence drop versus neutral controls; 350,000 tested, 0.36% active; AID 720511, 2013; activity (quench increase), % at 7.58 µM;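 active = mean added fluorescence quench of at least 8% versus neutral control, with both replicates also reaching 8%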;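 note: cells transiently co-express mutant CFTR-F508del with the halide-sensitive YFP; corrector assay measuring rescue of mutant channel to the surface after 24 h compound exposure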
Cneo AK release: Cryptococcus neoformans cell lysis inducers, primary screen, AK release luminescence, single concentration; C. neoformans lysis, adenylate kinase release luminescence, 4 h; normalised: neutral wells 0, clomiphene wells 100; lysis activity, % at 15 µM; 360,000 tested, 0.2% active; AID 651654, 2012;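 active = mean lysis activity across replicates of at least 80%, whatever share of replicates individually reach that level; inactive = mean lysis activity below 80%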
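Material: C. neoformans cells; Schedule: 4 h static compound exposure, 37 °C, read 1 h post-reagent; Measured by: adenylate kinase release luminescence; Read-out: signal increase indicating cell lysis; Controls: Clomiphene as positive lysis control.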
PGC1a acetyl inh: inhibitors of PGC1a acetylation signal, primary screen, cell-based, U2OS, AlphaScreen, inhibitor mode | inhibition, % at 15.6 µM | AlphaScreen anti-acetyl-lysine; with virally co-expressed GCN5 acetyltransferase | AID 651687, 2012 | 350,000 tested, 0.17% active;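 active = every replicate shows inhibition of at least 40%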;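 note: 0% = neutral control wells and 100% = positive control wells; some results beyond the cut were filed as inactive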
INS-1E GSIS act: GLuc luminescence reporter in INS-1E cells, primary screen for activators of glucose-dependent secretion of insulin; INS-1E GLuc reporter insulin secretion, 2-3 h; activation, % at 16.6 µM; 370,000 tested, 0.61% active; AID 743287, 2014;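 active = lowest replicate activation of at least 40%, so every replicate reaches that level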;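 note: 0% = median of neutral control wells and 100% = median of IBMX positive control wells; some compounds called inactive have numbers as strong as hits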
* hit, by the source's call; . = no result given; [ ] = remark or other dose.

SMILES	PglD inh	C2C12 statin	FN deposition inh	miR122 inh	F508del corr	Cneo AK release	PGC1a acetyl inh	INS-1E GSIS act
COc1ccccc1Oc1ccc(N2CC(C(=O)OCC(=O)c3ccc(F)cc3)CC2=O)cc1 (stereo not drawn)	2	4	-1	.	0.8	0	.	-13
CC1CCCCC12NC(=O)N(Cn1nnc3ccccc3c1=O)C2=O (stereo not drawn)	0	.	.	-7	.	0	-2	19
CNCCOc1nc(N2CCOCC2)nc(C)c1[N+](=O)[O-]	2	8	7	-1	.	-1	2	18
Cc1nc2ccc(S(=O)(=O)NCC(=O)N3CCOCC3)cc2s1	-1	-12	.	5	.	-1	-15	.
CS(=O)(=O)Nc1ccc2c(c1)[C@@H]1C[C@H](CC(=O)NCc3ccccc3)O[C@H](CO)[C@@H]1O2	0	0	-2	3[16.7 µM]	0.6	46	-1	15
COc1ccc(S(=O)(=O)N2CCc3ccccc32)cc1C(=O)NCCc1ccccn1	1	-1	-1	4	-2.3	1	7	-3
COc1cccc(C(NC(C)=O)c2nc(-c3ccccc3C)cs2)c1 (stereo not drawn)	1	-7	-2	8	-1.8	3	-10	-24
COc1ccc(NC(=O)C2(C)CCN2Cc2ccc(OC(C)C)cc2)cc1OC (stereo not drawn)	2	6	0	7	1.7	0	-15	-5
CCOC(=O)C1=C(CC)Nc2ccccc2N/C1=N\S(=O)(=O)c1ccc(C(=O)OCC)cc1	.	.	-5	.	-2.9	.	14	-28
O=C(C[C@@H]1CC[C@@H]2[C@H](COC[C@H](O)CN2CC2CCCC2)O1)NCc1ccc(Cl)cc1	.	.	10	.	-4.0	.	-4	-37
C[C@@H](NC(=O)c1[nH]cnc1C(=O)Nc1ccc(Cl)cc1)c1ccccc1	-3	9	-6	-17	3.4	8	.	-20
CCC(CC)NC(=O)COC(=O)c1cc(SC)ccc1Cl	.	.	0	-1	2.0	.	15	-2
COC(C/C=C\[C@@H](O)[C@H](C)OCc1ccccc1)OC	-1	.	3	6	-1.1	0	-3	-2
CC(C)CC(=O)Nc1cc([N+](=O)[O-])ccc1Cl	-4	0	.	.	-1.0	-1	-1	-8
O=C(NCc1ccc(F)cc1)c1cc2c(cc1Cl)N1CCCCCC1=NS2(=O)=O	3	8	2	1	-2.1	2	-8	8
Cc1noc(C)c1S(=O)(=O)N(C)C[C@@H]1Oc2ccc(NC(=O)Cn3cnnn3)cc2CC(=O)N([C@H](C)CO)C[C@H]1C	0	9	.	3[16.7 µM]	-2.8	2	-10	17
CN(C)S(=O)(=O)c1ccc(NC(=O)CSc2nnc(-c3ccco3)n2N)cc1	-4	-1	-1	-9	-2.1	-2	14	.
O=C1N/C(=N/NC(=O)c2cccc3ccccc23)S/C1=C\c1ccccc1OCc1ccccc1	2	47	.	-2	.	-2	-2	4
COc1cc(C(C)=O)ccc1Oc1ncccn1	-9	-6	2	.	3.9	0	.	1
COc1ccccc1C(=O)NCC(=O)OC(C)C(=O)NC1CCCCC1C (stereo not drawn)	-2	18	-5	3	-2.3	3	7	4
CC(=O)N(C)C[C@@H]1Oc2ncc(-c3ccc(F)cc3)cc2C(=O)N([C@@H](C)CO)C[C@H]1C	1	13	-8	6[16.7 µM]	2.5	-2	-3	18
O=C(Nc1cc(F)ccc1F)N[C@H]1CC[C@@H](CCn2cc(C3CC3)nn2)O[C@H]1CO	1	2	-4	2[16.7 µM]	-3.2	-7	7	-11
Cc1cccnc1CN1CCN(Cc2nc(Cc3cccc(F)c3)no2)CC1	.	0	-15	-5	-0.6	.	.	3
O=C1C=C(c2ccccc2)OC(=O)C1C(=O)c1ccccc1 (stereo not drawn)	-2	-5	.	.	0.8	0	1	19
COc1ccc(CN(C)CC(=O)c2c(N)n(Cc3ccccc3)c(=O)n(C)c2=O)c(OC)c1	-4	-12	-2	.	.	4	2	19
Cc1nc(Cl)sc1C(=O)NC(C)c1ccc(Cl)cc1 (stereo not drawn)	-1	4	3	-7	-1.2	1	-3	-14
CC1CCC(NC(=O)c2ccc(NS(=O)(=O)c3ccc4[nH]c(=O)[nH]c4c3)cc2)CC1 (stereo not drawn)	-1	.	6	.	0.2	2	.	3
Cc1ccc(C)c(C(O)c2ncc(-c3ccccc3F)[nH]2)c1 (stereo not drawn)	-5	13	-6	25	0.7	-1	-4	0
COc1ccc(-c2ccc3c(c2)O[C@@H](CN(C)Cc2cccnc2)[C@@H](C)CN([C@@H](C)CO)S3(=O)=O)cc1	6	-13	.	.	3.4	-6	0	-6
COc1ccc(S(=O)(=O)N2CC(=O)Nc3ccccc32)cc1F	3	5	-2	7	-0.8	3	13	-7

As entered above:
C2C12 statin result of `Cc1cccnc1CN1CCN(Cc2nc(Cc3cccc(F)c3)no2)CC1` is entered as 0
PGC1a acetyl inh result of `COc1ccc(-c2ccc3c(c2)O[C@@H](CN(C)Cc2cccnc2)[C@@H](C)CN([C@@H](C)CO)S3(=O)=O)cc1` is entered as 0
C2C12 statin result of `COc1ccc(CN(C)CC(=O)c2c(N)n(Cc3ccccc3)c(=O)n(C)c2=O)c(OC)c1` is entered as -12
C2C12 statin result of `O=C1C=C(c2ccccc2)OC(=O)C1C(=O)c1ccccc1` (stereo not drawn) is entered as -5

Additional structures:
SMILES	PglD inh	C2C12 statin	FN deposition inh	miR122 inh	F508del corr	Cneo AK release	PGC1a acetyl inh	INS-1E GSIS act
CNC[C@@H]1Oc2ccc(NC(=O)CCC(F)(F)F)cc2CC(=O)N([C@H](C)CO)C[C@@H]1C	1	22	-2	0[16.7 µM]	1.1	-10	0	25
COC(=O)c1ccc(C2C(C#N)=C(N)Oc3cc(N)ccc32)cc1 (stereo not drawn)	-2	10	-7	5	1.4	3	12	7
CCCNC(=O)N(C)C[C@@H]1Oc2ncc(C#CC3(O)CCCC3)cc2C(=O)N([C@H](C)CO)C[C@H]1C	0	5	.	2[16.7 µM]	1.4	0	7	-7
NNS(=O)(=O)c1ccc2c(c1)Cc1cc(S(=O)(=O)NN)ccc1-2	-5	-5	0	-8	2.0	4	6	5
CCOC(=O)C1CCCN(C(=O)c2cc(-c3ccccc3)on2)C1 (stereo not drawn)	-4	-2	-7	.	.	0	-3	19
CCOC(=O)c1cccc(NC(=O)CCNS(=O)(=O)c2cc(Br)cnc2N)c1	5	-1	9	3	-1.3	0	11	8
Cn1cnc(S(=O)(=O)N[C@H]2C=C[C@@H](CC(=O)NCC3CC3)O[C@H]2CO)c1	-2	-12	7	-3[16.7 µM]	2.2	0	10	1
COc1cc(NC(=O)N2CCc3nc(NCc4cccc(Oc5ccccc5)c4)ncc3C2)cc(OC)c1OC	-5	-12	-14	-5	-6.3	0	-27	-20
CCN(c1ccccc1)S(=O)(=O)c1ccc(OC)c(NC(=O)c2ccccc2OC)c1	9	-31	-2	-5	-4.7	-3	2	-4
COc1ccc2cc(OCC(=O)NNC(=O)Nc3ccc(C(C)=O)cc3)ccc2c1	-5	-8	2	.	0.9	4	.	21
COc1ccc(CC(Cc2ccc(OC)c(OC)c2)NC=O)cc1OC	-2	-3	11	-4	2.5	1	4	.
CN1C(=O)c2cc(NC(=O)Cc3cccs3)ccc2OC[C@@H]2O[C@H](CC(=O)NCC3CC3)CC[C@@H]21	-9	0	-6	-11[16.7 µM]	2.6	0	-3	8
O=C(Nc1cc2ccccc2oc1=O)c1ccccc1	.	.	-1	-1	-1.8	.	-30	-5
N/C(=N\OC(=O)CCCc1ccccc1)c1cccnc1	0	.	14	-2	.	-2	-7	10
Cc1cc(OCc2cc(C(=O)N3CCCCCC3)no2)cc(C)c1Cl	4	2	9	.	0.4	0	.	-27
O=C(CCSc1ccccc1)NCCN1CCOCC1	-2	-25	11	-10	.	2	-7	-9
C=CCN1Cc2ccccc2C[C@@]2(COC(c3ccc(OCCCO)cc3)=N2)C1=O	2	.	.	.	0.9	3	2	.
Cc1nn(-c2ccccc2)c2c1C1(C(=O)N(C(C)C)c3ccccc31)C(C#N)=C(N)O2 (stereo not drawn)	-28	7	.	0	.	-3	-4	.
Cc1ccccc1CN(C)C[C@@H]1OCc2cn(nn2)CCCC(=O)N([C@@H](C)CO)C[C@@H]1C	1	-5	-6	-1[16.7 µM]	1.3	53	-1	-1
CC(=O)C[C@@H](O)CC(=O)[C@@H]1OC(=O)CC/C=C\Cc2ccccc21	4	-1	0	.	0.4	-2	.	3

Five compounds picked at random from those above:
SMILES	PglD inh	C2C12 statin	FN deposition inh	miR122 inh	F508del corr	Cneo AK release	PGC1a acetyl inh	INS-1E GSIS act
O=C(CCSc1ccccc1)NCCN1CCOCC1	-2	-25	11	-10	.	2	-7	-9
O=C(Nc1cc2ccccc2oc1=O)c1ccccc1	.	.	-1	-1	-1.8	.	-30	-5
Cc1cc(OCc2cc(C(=O)N3CCCCCC3)no2)cc(C)c1Cl	4	2	9	.	0.4	0	.	-27
CC(=O)C[C@@H](O)CC(=O)[C@@H]1OC(=O)CC/C=C\Cc2ccccc21	4	-1	0	.	0.4	-2	.	3
C=CCN1Cc2ccccc2C[C@@]2(COC(c3ccc(OCCCO)cc3)=N2)C1=O	2	.	.	.	0.9	3	2	.

Next structures follow:
SMILES	PglD inh	C2C12 statin	FN deposition inh	miR122 inh	F508del corr	Cneo AK release	PGC1a acetyl inh	INS-1E GSIS act
Cc1ccccc1NC(=O)CN(C)S(=O)(=O)c1cccs1	-4	39	4	-5	-0.7	2	6	-4
O=C(NCCc1ccccc1)C1COc2ccccc2O1 (stereo not drawn)	-2	-2	1	7	.	-1	-1	3
CCc1c(O)nc(SCC(=O)Nc2ccc(OC)cc2)n(C2CCCCC2)c1=O	9	-4	2	2	.	13	-4	.
CCCc1c(C(=O)N/N=C(\C)c2ccccn2)nnn1-c1nonc1N	4	-9	-3	1	7.1	0	14	-1
O=C(CSc1nnc(COc2ccccc2)o1)c1ccccc1	-5	0	-4	-19	.	-2	-9	.
S=c1[nH]c2ccccc2n1CCOc1ccccc1	-3	1	-6	11	-4.8	28	6	-20
C[C@H](NC(=O)C[C@@H]1C=C[C@H](NC(=O)Cc2ccccn2)[C@@H](CO)O1)c1ccccc1	4	14	-21	.	-3.4	1	-1	13
COc1ccc(NC(=O)CCc2nc(-c3ccccc3F)no2)cc1	1	-3	.	-5	.	-3	-6	.
O=S1(=O)C=C(SCc2ccccc2)Nc2ccccc21	0	.	.	64	.	3	0	.
Cc1cc(C)nc(NS(=O)(=O)c2ccc(NC(=O)C3COc4ccccc4O3)cc2)n1 (stereo not drawn)	.	.	-1	2	-0.2	.	-6	10
O=C(c1ccc2nc[nH]c2c1)N1CCc2ccccc2C1	-2	14	.	0	-5.7	2	-3	2
O=C(NNC(=O)c1ccccc1-n1cccc1)c1ccc(Cl)cc1	9	16	.	-9	.	36	1	.
COc1ccc(C(C)=O)cc1COC(=O)CCCN1C(=O)c2ccccc2C1=O	-2	5	-12	.	-0.4	-2	-5	14
Cc1cc(C)c(S(=O)(=O)c2ccc(F)cc2)c(C)c1	-5	-2	-6	17	0.2	3	-9	-8
CC(=O)Nc1c2c(nn1-c1cccc(Cl)c1)CS(=O)C2 (stereo not drawn)	-2	1	0	5	4.1	0	-2	-9
COC(=O)c1cccc(NC(=O)C2COc3ccccc3O2)c1 (stereo not drawn)	.	5	1	4	.	-4	16	.
CSc1ncccc1C(=O)OCC(=O)Nc1ccc(C)c(S(=O)(=O)N2CCOCC2)c1	10	1	-3	10	-7.5	-3	-8	.
